# MBNL1 CUG block – qHTS Assay for Inhibitors of MBNL1-poly(CUG) RNA binding. 0.036% of 280,000 active. Potency, µM (series often up to 57.5 µM), for inactives: at the top dose activity change, negative = inhibition, most hits filed as inhibitors. TR-FRET MBNL1-His/biotin-(CUG)12 binding, 665/545 ratio. Muscleblind-like protein 1 (Homo sapiens), Q9NR56. AID 2675, 2010; active = well fitted inhibition curve with a large enough effect in the signal ratio, with a control signal flat, not every such curve was filed as active; inconclusive = small, poorly fitted or top-dose-only effect, or effect the other way, or a change in a side signal; inactive = no such curve, though single readings can be large or run the other way; the % refers to the signal ratio; also: potency is read from the fitted curve at half-maximal effect; % is scaled to controls: 0 for no effect and ±100 for the full control effect
# Target sequence (Q9NR56 whole entry, looked up): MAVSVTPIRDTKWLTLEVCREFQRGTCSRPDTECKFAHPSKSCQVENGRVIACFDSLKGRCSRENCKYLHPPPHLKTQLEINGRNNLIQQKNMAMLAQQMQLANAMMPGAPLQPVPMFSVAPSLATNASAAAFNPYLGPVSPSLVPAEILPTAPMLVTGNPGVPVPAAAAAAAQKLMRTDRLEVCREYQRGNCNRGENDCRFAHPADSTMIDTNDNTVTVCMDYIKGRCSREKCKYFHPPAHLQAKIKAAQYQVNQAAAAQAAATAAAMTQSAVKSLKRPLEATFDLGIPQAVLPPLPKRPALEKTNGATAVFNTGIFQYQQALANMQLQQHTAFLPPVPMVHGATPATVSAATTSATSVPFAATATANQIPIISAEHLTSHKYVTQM
#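 Compounds (final 92 nM to 58 uM) are added to His-tagged MBNL1 and biotin-(CUG)12, then terbium anti-His antibody and streptavidin-XL665 (5 nM final). After 60 min at room temperature, the 665/545 nm ratio is read.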
# KCNH2 3.1 inh – qHTS for Inhibitors of KCHN2 3.1: Mutant qHTS; activity change, % (tested at about 1.8 µM); U2OS KCNH2 3.1, thallium flux FluxOr; stronger effect = lower value; Potassium voltage-gated channel subfamily H member 2, brain isoform KCNH2 3.1 (human); 0.95% of 340,000 active;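 active = maximum activity change below -70%; inconclusive = maximum activity change from -70% to -50%; inactive = maximum activity change above -50%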;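 also: thallium influx rate constant from kinetic fluorescence after stimulation buffer; % is scaled to controls: 0 for no effect and ±100 for the full control effect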
#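 U2OS cells transduced with KCNH2 3.1 mutant virus (1.77 x 10^8 /mL, 4 h), plated overnight at 37 C, loaded 45 min with FluxOr dye plus Red40 quencher. Thallium flux rate constant from kinetic reads after stimulation buffer, normalised to controls.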
# RORgamma inh – qHTS for inhibitors of ROR gamma transcriptional activity; 5.4% of 310,000 active; Drosophila S2 Gal4-RORgamma UAS-luciferase reporter, 20 h; AID 2551, 2010; Nuclear receptor ROR-gamma (Mus musculus), P51450; Potency, µM (series often up to 53.6 µM), for the others: at the highest dose activity change, negative = inhibition, hits mostly inhibitors; also: potency is read from the fitted curve at half-maximal effect; % is scaled to controls: 0 for no effect and ±100 for the full control effect; nearly all actives have a fitted effect of over 60% in size
#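 Compounds are pin-transferred onto Drosophila Schneider cells expressing a copper-inducible Gal4–ROR gamma transactivation domain fusion. After 1 hr, copper sulfate is added to 700 uM final; luciferase is read 20 hr later.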
# FLuc counter – qHTS profiling assay for firefly luciferase inhibitor/activator using purifed enzyme and Km concentrations of substrates (counterscreen for miR-21 project) | Luciferin 4-monooxygenase (Photinus pyralis), P08659 | 6.9% of 360,000 active | purified FLuc, Km substrates, luminescence inhibition | Potency, µM (series often up to 57.5 µM), without a hit: at the top dose activity change, negative = inhibition, most hits filed as inhibitors;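 also: potency is read from the fitted curve at half-maximal effect; plate controls were vehicle for no effect and reference inhibitor for full effect; nearly all actives have a fitted effect of over 55% in size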
#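 Purified P. pyralis luciferase (10nM final) with 10uM D-luciferin and 10uM ATP (Km levels) in 50mM Tris acetate pH 7.5, 10mM Mg acetate, 0.01% Tween-20, 0.05% BSA; qHTS 6-point titration, ~60 µM downward; luminescence read.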
# ELG1 repair inh – qHTS screen for small molecules that inhibit ELG1-dependent DNA repair in human embryonic kidney (HEK293T) cells expressing luciferase-tagged ELG1; HEK293T ELG1-luciferase reporter, luminescence, 16 h; DNA damage induced by 5-fluorouridine; Potency, µM (titrated, usually from 46.1 µM), inactives show top-dose activity change, negative = inhibition, usual class: inhibitors; 2.3% of 330,000 active; AID 504467, 2011; also: potency is read from the fitted curve at half-maximal effect; % is scaled to controls: 0 for no effect and ±100 for the full control effect; nearly all actives have a fitted effect of over 55% in size
#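 Step one: seed 2,000 cells per well. Step two: pin-transfer compound or DMSO alongside 5-fluorouridine. Step three: incubate 16 hr, 37 °C, 5% CO2. Step four: add ONE-Glo, wait 30 min, read luminescence.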
# PKM2 act – qHTS Assay for Activators of Human Muscle isoform 2 Pyruvate Kinase | Pyruvate kinase PKM (Homo sapiens), P14618 | purified PKM2, Kinase-Glo ATP luminescence, activation; response scale: 0% is enzyme alone, no compound | Potency, µM (top dose mostly 57.5 µM), for the others: at the top dose activation, actives largely listed as activators | 0.34% of 260,000 active | AID 1631, 2009; also: potency is read from the fitted curve at half-maximal effect; % is scaled to controls: 0 for no effect and ±100 for the full control effect; nearly all actives have a fitted effect of over 55% in size
#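 Purified hPK-M2 (>95% pure) converted ADP (0.1 mM final) to ATP with 0.5 mM PEP in 50 mM imidazole pH7.2, KCl, MgCl2, Tween 20, BSA; 1 h at room temperature. ATP detected by Kinase-Glo luminescence.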
# VP16 counter – VP16 counterscreen qHTS for inhibitors of ROR gamma transcriptional activity; Potency, µM (series often up to 53.6 µM), for inactives: top-dose activity, negative = inhibition, actives largely listed as inhibitors; Drosophila S2 Gal4-VP16 UAS-luciferase, luminescence, 20 h; AID 2546, 2010; 3.5% of 310,000 active;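 also: Gal4-VP16 expression switched on by copper sulfate through the metallothionein promoter; potency is read from the fitted curve at half-maximal effect; % is scaled to controls: 0 for no effect and ±100 for the full control effect; nearly all actives have a fitted effect of over 50% in size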
# Menin-MLL TR inh – qHTS Assay for Inhibitors Targeting the Menin-MLL Interaction in MLL Related Leukemias: Competition With Texas Red Labeled MLL-derived Mutant Peptide; O00255; Menin + Texas Red MLL mutant peptide, fluorescence polarization; AID 1768, 2009; Potency, µM (series often up to 61.6 µM), without a hit: top-dose FP activity change, negative = inhibition, hits mostly inhibitors; 0.23% of 270,000 active; active = well fitted inhibition curve with a large enough effect in the polarisation, with a control signal flat, not every such curve was filed as active; inconclusive = small, poorly fitted or top-dose-only effect, or effect the other way, or a change in a side signal; inactive = no such curve, though single readings can be large or run the other way; the % refers to the polarisation; also: potency is read from the fitted curve at half-maximal effect; % of control where 0% means no effect; many of its hits are not listed in these tables
# Target sequence (O00255 whole entry, looked up): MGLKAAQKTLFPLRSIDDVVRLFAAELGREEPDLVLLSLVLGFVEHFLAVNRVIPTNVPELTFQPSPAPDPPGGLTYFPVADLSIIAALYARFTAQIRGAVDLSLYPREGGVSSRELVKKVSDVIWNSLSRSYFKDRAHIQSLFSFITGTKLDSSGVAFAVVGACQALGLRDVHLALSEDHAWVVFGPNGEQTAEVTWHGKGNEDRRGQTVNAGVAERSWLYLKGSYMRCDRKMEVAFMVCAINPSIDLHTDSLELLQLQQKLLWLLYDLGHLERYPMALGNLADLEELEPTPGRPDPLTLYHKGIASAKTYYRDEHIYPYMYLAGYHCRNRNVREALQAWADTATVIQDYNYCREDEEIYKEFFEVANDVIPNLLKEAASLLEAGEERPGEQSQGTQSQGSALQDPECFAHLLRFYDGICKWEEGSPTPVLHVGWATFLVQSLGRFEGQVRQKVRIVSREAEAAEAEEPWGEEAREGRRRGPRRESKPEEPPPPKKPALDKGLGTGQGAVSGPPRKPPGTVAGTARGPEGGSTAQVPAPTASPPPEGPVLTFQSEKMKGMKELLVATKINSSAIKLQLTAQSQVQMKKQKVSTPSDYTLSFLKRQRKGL
# Rab9 prom act – qHTS Assay for Rab9 Promoter Activators; Huh7 Rab9 promoter-luciferase reporter, luminescence, 24 h; Potency, µM (series often up to 9.22 µM), without a hit: top-dose activation, negative = inhibition, most hits filed as activators; 2.8% of 320,000 active; AID 485297, 2010; also: potency is read from the fitted curve at half-maximal effect; % of control where 0% means no effect; nearly all actives have a fitted effect of over 60% in size
#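 Cell-based reporter: Huh7 stable for Rab9 promoter-driven luciferase, plated in reduced-serum medium with 10% FBS at 1500 cells/well, compound-treated 24 h at 37 °C, luminescence read after 10 min reagent.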
# Mito fusion yeast – qHTS Assay for Small Molecule Inhibitors of Mitochondrial Division or Activators of Mitochondrial Fusion; S. cerevisiae fusion-defective mutant growth rescue, CellTiterGlo 48 h; Potency, µM (highest dose often 46.1 µM), inactives show at the top dose growth rescue (activation), usual class: activators; 0.23% of 320,000 active; AID 485298, 2010;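 also: potency is read from the fitted curve at half-maximal effect; % of control where 0% means no effect; nearly all actives have a fitted effect of over 45% in size; temperature-sensitive fusion mutants such as fzo1-1 at 37 °C on non-fermentable ethanol glycerol medium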
#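 Temperature-sensitive fusion-defective S. cerevisiae (e.g. fzo1-1, mgm1-5) were grown with compound in YPEG medium (3% ethanol, 3% glycerol) for 48 hours at 37C. Growth rescue was measured as viability by CellTiterGlo luminescence after 10 minutes at ambient.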
# NPC1 prom act – qHTS Assay for NPC1 Promoter Activators. Huh7 NPC1 promoter luciferase reporter, 24 h. Potency, µM (series often up to 9.22 µM), for the others: at the top dose activation, actives largely listed as activators. AID 485313, 2010. 2.4% of 320,000 active;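 also: potency is read from the fitted curve at half-maximal effect; % of control where 0% means no effect; nearly all actives have a fitted effect of over 60% in size; reporter is driven by a mutant NPC1 promoter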
#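 Luminescence read-out of NPC1 promoter-driven luciferase in stably transfected Huh7 cells; compounds delivered in DMSO and left 24 h at 37C, 5% CO2, qHTS titration format.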
# An asterisk follows results filed as active; u = inconclusive; x = not tested or not shown; & = joins results of further samples; [ ] = remark or other dose. Unless noted, calls follow the shape of the dose curve; as a rule, active = well fitted curve in the direction sought with a large enough effect; inconclusive = small, poorly fitted or top-dose-only effect, or another doubt; inactive = no such curve, though single readings can be large; an effect the other way counts as inactive or inconclusive. Not all compounds are listed, so the mix of outcomes need not match the whole.
SMILES,MBNL1 CUG block,KCNH2 3.1 inh,RORgamma inh,FLuc counter,ELG1 repair inh,PKM2 act,VP16 counter,Menin-MLL TR inh,Rab9 prom act,Mito fusion yeast,NPC1 prom act
CCCN(CCC)CCCNC(=O)c1nn(-c2cccc(OC)c2)c(=O)c2ccccc12,-2.6%,-46.4,-15.4%,-0.2%,6.3%,4.1%,-0.2%,-11.2%,4.6%,-2.8%,-0.5%
COCCN1C(=O)C(=O)/C(=C(/O)c2cccc(S(=O)(=O)N(C)C)c2)C12C(=O)N(C)c1ccccc12 (stereo unspecified),-3.6%,5.1,-3.0%,-1.7%,2.3%,-13.9%,-6.4%,-27.8%,-3.4%,-2.4%,-3.5%
CC1(C)CC(N2CCC(=O)N(C3CC(C)(C)NC(C)(C)C3)C2)CC(C)(C)N1,-10.6%,10.6,-17.2%,1.5%,18.4%,-1.6%,-8.6%,1.5%,9.6%,0.3%,-0.1%
Cc1ccc2nc(Cl)c(/C=N/NC(=O)[C@H]3C[C@@H]3c3ccccc3)cc2c1,-7.0%,-10.2,u,1.1%,-6.3%,5.9%,-12.6%,3.0%,-2.3%,-0.2%,5.6%
COc1cc([N+](=O)[O-])cc(/C=N\NC(=O)C2COc3ccccc3O2)c1O (stereo unspecified),x,-3.5,0.447µM*,-4.6%,-20.4%,0.3%,3.16µM*,x,-6.6%,-0.6%,-1.3%
Fc1ccc(NC(=S)N2CCCN(c3ccc(C(F)(F)F)cn3)CC2)c(F)c1,-15.7%,-3.4,u,0.4%,u,19.5%,u,x,-38.3%[inhibitor],0.0%,-25.9%
C=CCN(C(=O)CCC(=O)Nc1cc(C)on1)C(C(=O)NC1CCCC1)c1ccc(Cl)cc1 (stereo unspecified),-5.7%,-7.5,14.9%,4.0%,u,11.6%,-1.0%,u,-2.7%,2.1%,-8.6%
COc1ccc(-c2cc3c(=O)n(CC(=O)NCCCN4CCN(Cc5ccccc5)CC4)ncn3n2)cc1,-3.4%,-35.9,-16.2%,1.51µM*,u,x,-8.6%,x,u,4.8%,u
Cc1ccc(C(=O)N/C(=C\c2ccccc2)C(=O)NCCCn2ccnc2)cc1,3.5%,-105.4*,23.2%,1.2%,-3.6%,-1.5%,1.0%,-0.2%,-2.7%,-5.2%,-2.2%
N#Cc1cccc(CN2CCC(=O)N(CCO)CC2)c1,0.2%,9.3,-17.2%,-0.1%,12.2%,1.2%,-6.4%,15.1%,-2.4%,-0.5%,2.0%
COc1ccc(C(C(=O)NC(C)(C)C)N(Cc2ccccc2)C(=O)CCC(=O)Nc2cc(C)on2)cc1 (stereo unspecified),-0.9%,2.7,31.5%,2.3%,-8.7%,-0.1%,-2.1%,-0.2%,-11.9%,-1.6%,-7.7%
COc1cccc(NC(=O)NCCCCc2ccccc2)c1,-0.6%,-14.0,24.8%,u,12.4%,-2.6%,u,15.2%,8.9%,0.1%,12.0%
COc1cccc(CNS(=O)(=O)c2c(C)nc3sccn3c2=O)c1,-1.4%,0.8,-28.1%,3.4%,10.9%,4.3%,1.2%,-15.3%,11.4%,0.1%,0.7%
CC(=O)n1cc([C@H]2C=C(C(=O)N3CCN(Cc4ccccc4)CC3)O[C@@H](OCCCCO)C2)c2ccccc21,u,-34.4,7.7%,4.7%,-6.3%,0.7%,3.1%,-9.8%,0.1%,0.5%,-1.6%
CSc1ccccc1OCc1cc(C(=O)NC(C)CCn2cccn2)no1 (stereo unspecified),-5.0%,0.4,7.0%,u,-1.7%,2.9%,-10.6%,x,0.8%,-2.9%,-2.8%
Cc1cc(COc2ccccc2)oc1C(=O)O,-1.6%,2.3,5.01µM*,u,u,-9.5%,6.31µM*,1.8%,-23.0%,-1.9%,-8.3%
OCC[C@H]1C[C@H](O)[C@@H](O)[C@]2(CCc3ccccc3CO2)O1,x,-0.4,x,-0.9%,3.2%,x,x,x,0.7%,-6.2%,-2.1%
O=C(Nc1nccs1)c1ncc(Cl)c(Cl)c1Cl,3.2%,12.7,7.94µM*,13.5µM*,u,x,3.98µM*,x,5.4%,6.8%,-0.3%
Oc1ccc(/C=N/Nc2nn3cnnc3c3ccccc23)cc1,u,-1.8,-13.7%,9.53µM*,u,-30.2%,-8.2%,x,2.2%,-0.7%,u
CCCOc1cc(C)c(S(=O)(=O)N2CCN(C)CC2)cc1C,-1.0%,-0.9,1.6%,-0.8%,8.2%,-1.1%,2.4%,-14.3%,-3.7%,-5.2%,-1.2%
CCCCN(C(=O)c1c(CC)noc1C)c1c(N)n(CCCC)c(=O)[nH]c1=O,x,-1.5,x,1.7%,7.5%,x,x,x,-3.0%,-1.9%,-0.4%
CCOC(=O)C(=Cc1c[nH]c2ccc(S(=O)(=O)N(C)C)cc12)C(=O)OCC,-0.6%,2.1,u,u,-28.8%,6.6%,-15.8%,x,-2.7%,-1.7%,-3.1%
CCOc1cc(C2NN=C(c3ccccc3)S2)ccc1OCc1ccccc1Cl (stereo unspecified),4.6%,-1.9,-23.7%,7.57µM*,u,1.1%,3.4%,0.6%,u,1.0%,u
Cc1ccc(-n2nc3c(=O)n(CCCC(=O)NCc4ccccc4F)nc(C)c3c2C)cc1,-1.1%,-3.1,7.7%,-17.0%&-19.5%,-6.0%,x,-15.3%,x,-5.2%,-1.5%,-10.9%
CCc1ccc(N(C(=O)CNC(=O)c2ccco2)C(C(=O)NCC2CCCO2)c2ccccc2)cc1 (stereo unspecified),-6.7%,-7.1,12.5%,1.3%,-6.5%,22.4%,-16.0%,u,-2.6%,0.3%,1.6%
O=C(NC(Cc1ccccc1)C(=O)O)/C(=C/c1ccc(Br)cc1)NC(=O)c1ccc(Br)o1 (stereo unspecified),9.1%,-3.8,1.8%,3.3%,-15.3%,1.3%,-7.0%,x,-5.9%,-0.8%,1.0%
O=C(CNC(=O)c1ccccc1F)N/N=C/c1cccs1,17.1%,-1.5,-14.7%,u,u,x,-11.9%,-11.8%,u,5.5%,u
CC(=O)N1c2ccc(S(=O)(=O)N3CCC(C(=O)Nc4cccc(C)n4)CC3)cc2CC1C (stereo unspecified),1.0%,14.6,u,0.2%,-18.6%,1.4%,u,-7.2%,-37.6%[inhibitor],7.2%,-30.0%[inhibitor]
N#Cc1cc([N+](=O)[O-])ccc1Oc1cccc(/C=N/NC(=O)c2cccc(Cl)c2)c1,u,u,u,-13.0%,u,1.3%,-16.7%,x,-3.9%,0.1%,1.6%
CCOC(=O)c1cc(OC(=O)c2cccc([N+](=O)[O-])c2)n(-c2ccccc2)n1,u,0.2,18.7%,2.8%,u,-2.7%,0.0%,u,1.0%,-0.7%,0.8%
COc1ccc(N/N=C(\C#N)C(=N)N2CCOCC2)cc1,u,-4.9,4.6%,u,u,2.1%,9.0%,1.4%,24.0%,-3.1%,20.2%
NC1=NC[C@H](Cc2ccccc2)N1CCCCC1CCCCC1,-3.3%,21.5,15.9%,-0.2%,-13.8%,-1.0%,-7.3%,x,-8.8%,-7.3%,-3.2%
O=C(COc1ccccc1F)NNC(=O)Cn1c(=O)cnc2ccccc21,x,-5.9,x,2.3%,5.6%,x,x,x,-9.2%,1.1%,-3.2%
Nc1c(Cl)ncnc1NCc1ccccc1,-0.7%,-3.6,u,1.4%,0.5%,-1.9%,-23.2%,8.3%,-9.4%,-0.8%,-4.1%
CC(C)CCNc1ncnc2c1nnn2Cc1ccccc1Cl,-3.4%,-9.7,1.2%,2.0%,1.5%,1.5%,1.3%,-10.2%,-2.9%,-9.2%,1.7%

# Assay outcomes: PubChem BioAssay, National Center for Advancing Translational Sciences (NCATS)
